SW480 rereplic: DNA re-replication induction in SW480 cells; SW480 DNA re-replication, Hoechst DNA content imaging, 48 h; Potency, µM (series often up to 46.1 µM), for the others: at the top dose re-replication activation, usual class: activators; 340,000 compounds, 1.8% hits; AID 624297; further: potency means the concentration at half of the fitted maximal effect; % of control where 0% means no effect; nearly all actives have a fitted effect of over 55% in size
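Quantitative HTS format with DMSO vehicle controls; 48 hr drug incubation at 37 C, then 40 min Hoechst staining and scanning imager measurement at 405 nm excitation.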
KB-V1 MDR tox: KB-V1 MDR subline cytotoxicity; KB-V1 MDR cells viability, CellTiter-Glo, 72 h; Potency, µM (titrated, usually from 46.1 µM), without a hit: at the highest dose activity change, negative = cytotoxicity, most hits filed as cytotoxic; 400,000 compounds, 3.4% hits; AID 1347076; further: potency means the concentration at half of the fitted maximal effect; on the % scale 0 is the no-effect control and ±100 the full control effect; nearly all actives have a fitted effect of over 60% in size
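KB-V1, DMEM (no phenol red) + 10% FBS; cpd pin-transferred, titration series; 72 h, 37 degrees C; CellTiter-Glo, luminescence. Data normalized, curve-fit.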
ATXN viability: cell viability loss in ATXN counter-screen | S2 cells (HEK-293 line with an ATXN2-luciferase reporter) viability, CellTiter-Fluor protease fluorescence, 24 h | 400,000 compounds, 0.49% hits | Potency, µM (titrated, usually from 56.7 µM), hits mostly cytotoxic; further: potency means the concentration at half of the fitted maximal effect; nearly all actives have a fitted effect of over 40% in size
MCF10A rereplic: induces DNA re-replication in MCF 10a normal breast cells | MCF 10A DNA re-replication, Hoechst nuclear intensity, 48 h | Potency, µM (highest dose often 46.1 µM), inactives show top-dose activity, positive = re-replication, most hits filed as activators | 350,000 compounds, 2.9% hits; further: potency means the concentration at half of the fitted maximal effect; % of control where 0% means no effect; nearly all actives have a fitted effect of over 50% in size
HT1080NT lethal: kills 2HG-producing HT-1080-NT fibrosarcoma cells; Potency, µM (titrated, usually from 46.1 µM), for the others: at the highest dose activity, negative = less viability, most hits filed as cytotoxic; HT-1080-NT fibrosarcoma viability, CellTiter-Glo ATP luminescence, 48 h; 360,000 compounds, 1.6% hits;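 further: NT is the 2HG producing partner of a matched IDH1 knockdown line; potency means the concentration at half of the fitted maximal effect; 0% = DMSO-treated cells and -100% = media-only wells without cells; nearly all actives have a fitted effect of over 55% in size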
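Read-out is CellTiter-Glo luminescence after 10 minutes at room temperature, following 48 hours' compound treatment of HT-1080-NT cells (750 cells/well, RPMI, 5% FBS, 37 degrees C).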
IL1B secr inh: blocks inflammasome-driven IL-1 beta release; THP-1 LPS/ATP IL-1B secretion, AlphaLISA, 16 h; hits give low values; activity change, % at 57.5 µM; 360,000 compounds, 4.7% hits; in the data active means activity change below about -50%; inconclusive means mostly about -30% to -49%; further: on the % scale 0 is the no-effect control and ±100 the full control effect
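Secreted IL-1B measured by AlphaLISA bead assay after 16 h compound exposure of THP-1 cells; compounds (final up to 57.5 uM) added 1 h before LPS (250 ng/mL) and ATP (1.25 mM) stimulation; lower signal means less secretion.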
KB-3-1 tox: kills parental KB-3-1 adenocarcinoma cells; Potency, µM (titrated, usually from 46.1 µM), for the others: top-dose activity change, negative = cytotoxic, most hits filed as cytotoxic; 400,000 compounds, 1.4% hits; KB-3-1 viability, CellTiter-Glo ATP luminescence, 72 h; further: potency means the concentration at half of the fitted maximal effect; on the % scale 0 is the no-effect control and ±100 the full control effect; nearly all actives have a fitted effect of over 60% in size
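Multi-concentration cytotoxicity screen in KB-3-1 cells grown in DMEM lacking phenol red with 10% FBS. After 72 h at 37 °C with compound, ATP-dependent luminescence was recorded.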
HT1080 IDH1KD tx: toxicity to HT-1080 IDH1 knockdown cells (counter line) | HT-1080 IDH1 knockdown viability, ATP luminescence, 48 h | Potency, µM (titrated, usually from 46.1 µM), for inactives: at the highest dose activity, negative = toxicity, most hits filed as cytotoxic | 360,000 compounds, 2% hits;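 further: potency means the concentration at half of the fitted maximal effect; 0% = DMSO wells and -100% = cell-free medium wells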
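Cytotoxicity counter-line: IDH1KD HT-1080, 48 h, CellTiter-Glo. Curves classed by r2, magnitude and activity.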
ATXN2 expr inh: ATXN2 expression inhibition | HEK-293 ATXN2-luciferase reporter, luminescence, 24 h | Potency, µM (series often up to 57 µM), without a hit: at the highest dose activity change, negative = inhibition, usual class: inhibitors | 360,000 compounds, 0.72% hits; further: potency means the concentration at half of the fitted maximal effect; on the % scale 0 is the no-effect control and ±100 the full control effect; nearly all actives have a fitted effect of over 55% in size
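ATXN2-luciferase reporter cells (luciferase flanked by upstream and downstream ATXN2 gene portions) were treated 24 h at 37 °C with compounds at up to 57 uM. SteadyGlo luminescence gave expression; GF-AFC fluorescence gave viability.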
An asterisk follows results filed as active; i = inactive; u = inconclusive; x = no result given; & = joins results of further samples; [ ] = remark or other dose. Unless noted, the call rests on the fitted dose curve; in most records, active means well fitted curve in the direction sought with a large enough effect; inconclusive means small, poorly fitted or top-dose-only effect, or another doubt; inactive means no such curve, though single readings can be large; an effect the other way counts as inactive or inconclusive. Hits appear at their usual frequency (roughly 11% active in at least one column).

SMILES | SW480 rereplic | KB-V1 MDR tox | ATXN viability | MCF10A rereplic | HT1080NT lethal | IL1B secr inh | KB-3-1 tox | HT1080 IDH1KD tx | ATXN2 expr inh
CN(C)CCNC(=O)C(=O)NCC1OCCN1S(=O)(=O)c1ccc([N+](=O)[O-])cc1 (configuration not stated) | 6.0% | 49.1% | i | 6.1% | 8.9% | 24.1 | 7.5% | 15.4% | -6.4%
O=C1C(C=Nc2ccc(F)cc2)=C(O)c2ccccc21 | -5.8% | -5.4% | i | -38.1%[inhibitor] | 13.7% | -15.6 | -1.3% | 0.4% | -22.0%
CCc1nnc(NC(=O)CSc2nnc(C)n2-c2ccc(C)cc2)s1 | -5.2% | 20.6µM* | i | 2.2% | 7.8% | 26.4 | -0.1% | 4.6% | 2.1%
CCc1cc2c(-c3ccccc3)cc(=O)oc2cc1OC(C)C(=O)O (configuration not stated) | -5.0% | 3.5% | i | 4.5% | 10.4% | 11.2 | 0.7% | 1.4% | x
COc1ccc(OC)c(/C=N/NC(=O)CCc2c(C)n[nH]c2C)c1 | -5.8% | 17.1% | i | -5.4% | 6.9% | -8.5 | -0.5% | 8.0% | x
CC1(Cc2cccc(C(F)(F)F)c2)C(=O)Nc2ccc(-c3ccc(F)c(Cl)c3)cc21 (configuration not stated) | x | 0.0% | x | x | u | -69.8* | -1.7% | u | u
Cc1cc(C(=O)OCC(=O)Nc2ccccc2C(F)(F)F)on1 | 17.5% | -2.3% | i | 2.8% | -2.8% | -4.3 | 23.3% | -1.6% | -18.4%
COc1ccc(-n2nc3c(N4CCC(C(=O)NCc5cccc(C)c5)CC4)nnc(C)c3c2C)cc1 | -3.1% | 7.7% | u | u | u | -8.1 | -13.0% | u | x
Cc1ccc(/C=C(/C#N)C(=O)NC(=O)Oc2ccccc2)cc1 | -0.6% | u | i | 4.6% | 0.0% | -12.0 | -5.1% | 8.0% | 5.2%
CC(=O)c1cccc(NC(=O)C2CCN(c3nnc(-n4cccc4)s3)CC2)c1 | x | 3.0% | i | x | x | x | u | x | 8.6%
Cn1c2c(c(=O)n3ncnc13)CCCC2 | -9.5%[9.22 µM] | 14.7% | i | 0.7% | 14.6% | 8.5 | 5.5% | 8.6% | 2.8%
CC1=C(c2ccc(F)cc2)S(=O)(=O)N=C1N1CCC(C(=O)NCCc2ccccc2)CC1 | x | 9.1% | i | x | x | x | -7.8% | x | -10.9%
COc1ccc(C2CC(c3cccs3)=NN2C(=O)COC(=O)c2cncc(Br)c2)cc1OC (configuration not stated) | 2.2% | u | i | 1.6% | -8.8% | 11.4 | -7.4% | -5.2% | 15.7%
CC1CCCCN1CCNC(=O)c1ccc2c(c1)N(Cc1ccccc1)C(=O)c1ccccc1S2(=O)=O (configuration not stated) | u | -0.2% | i | -0.5% | u | -27.2 | -10.7% | u | -19.5%
O=C(COC(=O)c1ccc(S(=O)(=O)N2CCCC2)cc1)Nc1ccc(F)cc1F | -1.8% | u | i | -5.8% | 17.5% | 16.5 | -4.5% | 10.2% | -2.7%
CN(C)C(CNC(=O)c1cc(S(=O)(=O)N(C)c2ccccc2)ccc1Cl)c1cccs1 (configuration not stated) | 1.4% | u | i | 16.0% | -7.8% | -1.7 | -14.0% | -4.6% | -6.5%
Cc1cc(/C=N/NC(=O)c2cccc([N+](=O)[O-])c2)c(C)n1-c1ccc(Cl)cc1Cl | 2.0%[9.22 µM] | 1.3% | i | u | -18.5% | -60.8* | -14.8% | -20.3% | -15.5%
COc1ccc(-c2cn3nc(N4CCC(C(=O)Nc5cccc(Cl)c5)CC4)sc3n2)cc1 | x | 0.0% | u | x | x | x | 5.1% | x | 3.7%
COc1ccc(-c2csc3nc(-c4ccccc4)oc(=O)c23)cc1OC | 28.8% | 33.6%&12.0% | i | 23.2% | 13.4% | u | 22.0%&10.0% | 12.2% | 3.3%[11.3 µM]
CC(=O)N1CCc2cc(CNC(=O)Nc3ccc(Br)c(C)c3)ccc21 | x | 23.9% | i | x | x | x | 3.8% | x | -9.6%
COc1ccc(-n2c(=S)[nH]c3cc(C(=O)Nc4cccc(C)c4)ccc3c2=O)cc1 | -0.7% | -12.4% | i | 5.0% | 19.8% | 0.2 | 9.3% | 18.0% | -7.3%
O=C(NCCCN1CCCC1=O)c1cccs1 | -7.8% | -3.2% | u | -5.6% | 7.9% | 0.0 | 2.7% | 9.7% | 3.3%
CCCN(CCC)S(=O)(=O)c1ccc(C(=O)Nc2nnc(COC)o2)cc1 | 0.0% | -9.2% | i | 0.9% | -29.7% | 21.8 | -26.5% | u | x
Cc1ccc(S(=O)(=O)N2CCN(c3ncccn3)CC2)cc1C | 0.9% | -11.4% | i | 4.0% | -20.8% | 11.7 | 0.4% | -1.3% | -4.4%
Cc1ccc(NC(=O)NCCCN2CCCC2=O)cc1 | -1.3% | 33.4% | i | -2.4% | -3.5%[9.24 µM] | -4.2 | 6.9% | 1.7% | 57.6%[activator]

Going on with the list.
SMILES | SW480 rereplic | KB-V1 MDR tox | ATXN viability | MCF10A rereplic | HT1080NT lethal | IL1B secr inh | KB-3-1 tox | HT1080 IDH1KD tx | ATXN2 expr inh
CCCC(Oc1ccc(Br)cc1)c1nc2c3cc(OC)c(OC)cc3nc(=S)n2[nH]1 (configuration not stated) | 2.1% | u | u | u | 2.5% | 4.4 | u | -16.3% | u
CCn1c(CNC(=O)c2ccccc2F)cc2cc(C)ccc21 | -7.3%[9.22 µM] | -0.2% | i | u | 7.3% | 1.9 | 2.4% | -6.4% | 57.3%[activator]
CCOC(=O)Oc1ccc(/C=C2\N=C(C)OC2=O)cc1 | -7.0% | -4.2% | u | -11.2% | 14.4% | -15.4 | 15.4% | 2.6% | 0.6%
O=C(NCc1ccc2c(c1)OCO2)C1CCC(CNc2c(N3CCCCC3)c(=O)c2=O)CC1 (configuration not stated) | -15.9% | u | i | 1.2% | -8.8% | 14.7 | 15.9% | -2.7% | 2.7%
O=C(Nc1ccc(F)cc1)Nc1ccc(NC(=O)c2ccccc2O)cc1 | -7.9% | 23.8% | i | -2.7% | -4.3% | -5.9 | -10.6% | -7.2% | -12.1%
Cc1ccccc1N(CC(=O)NCc1ccc2c(c1)OCO2)C(=O)C1CSC(=O)C1 (configuration not stated) | -1.3% | -17.1% | i | -1.5% | -15.2% | -3.9 | 10.7% | -0.5% | -7.2%
CCOC(=O)Cn1nc(C)n(-c2ccc(C(C)C)cc2)c1=O | -6.3% | u | i | 10.7% | -4.5% | 0.2 | -3.0% | 9.5% | 1.3%
COCCN1C=C(C(=O)OC)C(c2ccc3c(c2)OCO3)C(C(=O)OC)=C1 | 0.1% | u | i | -21.5% | 0.0% | 21.1 | 4.0% | 11.6% | 3.3%
CCN(c1ccccc1)c1cc2ccccc2c(=O)[nH]1 | 2.4% | u | i | u | 9.7% | 37.8 | 2.5% | -9.9% | -6.5%
CCCc1nnc(SCC(=O)Nc2ccc(C(=O)OCC)cc2)o1 | 20.4% | 0.0% | u | 4.6% | u | -14.0 | 9.7% | -29.3% | -13.8%
COC(=O)CN1C(=O)[C@H]2[C@@H](c3ccc(C)o3)N3C(=O)CN(Cc4ccccc4)C(=O)[C@@]3(C)[C@H]2C1=O | -1.7% | 14.9% | i | -15.8% | 9.7% | 42.1 | 3.6% | 2.7% | 6.0%
Cc1nc(SCc2ccccc2)n[nH]1 | -15.2% | -6.9% | i | 0.5% | -0.9% | 1.0 | 0.4% | 0.5% | x
O=C(CSc1nnc(-c2ccc(O)cc2)o1)Nc1cccc(O)c1 | -14.8% | 4.1% | i | -1.6% | 0.6% | 19.3 | 1.1% | 1.6% | 6.3%
CC(C)NC(=O)NC(=O)CSc1nnc(COc2ccccc2Cl)o1 | 0.2% | u | i | -2.5% | 2.3% | 2.1 | 15.1% | 9.4% | -6.2%
c1ccc2c(c1)OCC(c1nn3c(Cn4nnc5ccccc54)nnc3s1)O2 (configuration not stated) | 4.1% | u | i | 2.5% | -23.3% | -18.3 | 2.5% | -6.6% | 0.3%
CCCSc1nnc(NC(=O)Nc2ccc(F)cc2)s1 | 5.3% | u | i | u | u | -27.8 | 25.9µM* | 11.6µM* | u
COC(=O)c1cc(COc2ccc3c(c2)oc(=O)c2ccccc23)c(C)o1 | 0.7% | -12.2% | u | 20.9% | 27.7% | 0.3 | -3.9% | 27.4% | u
CC1=NN(c2ccc(C)c(C)c2)C(=O)C1C(c1cccc(O)c1)C1C(=O)N(c2ccc(C)c(C)c2)N=C1C (configuration not stated) | -6.4% | -1.9% | i | u | -17.4% | 14.0 | -3.7% | -1.7% | -14.6%
c1ccc2c(CCNc3ncnc4nc[nH]c34)c[nH]c2c1 | u | -11.2% | u | u | -25.4% | 72.8 | u | u | -36.4%
N#Cc1ccc(Oc2nc(C(N)=O)cc(-c3ccccc3)n2)cc1 | -3.4% | u | i | 1.1% | 6.6% | -11.3 | 13.5% | -0.4% | -11.7%
Oc1[nH]c2ccccc2c1C1=NCCCCC1 | -5.6% | 10.1% | i | 12.3% | 28.4% | 0.2 | -1.2% | 16.0% | 2.5%
CN(C(=O)c1cccc(NC(=O)Cc2cccc(NC(=O)C3CCN(C(=O)C4CCCC4)CC3)c2)c1)C1CC1 | -17.3% | 0.0% | i | 11.1% | 0.1% | -18.8 | 0.0% | 2.7% | -5.2%

Complete entries from above.
O=C(Nc1ccc(F)cc1)Nc1ccc(NC(=O)c2ccccc2O)cc1 reads SW480 rereplic: -7.9%; KB-V1 MDR tox: 23.8%; ATXN viability: i; MCF10A rereplic: -2.7%; HT1080NT lethal: -4.3%; IL1B secr inh: -5.9; KB-3-1 tox: -10.6%; HT1080 IDH1KD tx: -7.2%; ATXN2 expr inh: -12.1%
CCN(c1ccccc1)c1cc2ccccc2c(=O)[nH]1 reads SW480 rereplic: 2.4%; KB-V1 MDR tox: u; ATXN viability: i; MCF10A rereplic: u; HT1080NT lethal: 9.7%; IL1B secr inh: 37.8; KB-3-1 tox: 2.5%; HT1080 IDH1KD tx: -9.9%; ATXN2 expr inh: -6.5%
